# HCV NS3 hel inh – blocks Hepatitis C virus NS3 helicase unwinding. NS3 helicase DNA unwinding, Cy5 molecular beacon fluorescence. inhibition, % at 10.9 µM. 0.56% of 290,000 active. AID 1800;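 active means inhibition above the mean of all tested compounds plus 3 SD, set per campaign, cut at about 35% in these data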;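 further: 0% = DMSO wells and 100% = thioflavine S control wells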
#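 System: Hepatitis C virus NS3 helicase domain fragment enzyme | Reagent: Annealed dual-labelled DNA beacon duplex, ATP-started | Compound dosing: 10.9 µM single point, 0.8% DMSO | Incubation: 1 h reaction at 25 °C, ATP-initiated | Technique: Cy5 fluorescence | Evaluation: Percent inhibition from t60/t0 fluorescence ratio | Benchmarks: Low DMSO, high thioflavine S at 110 µM | Replication: Singlicate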
# CRFR2-BP ag – agonists of human CRF-binding protein/CRF-R2 receptor complex | HEK293 CRF-R2/CRF-BP, calcium dye fluorescence (FLIPR); percent of saturating CRF peptide response | activation, % at 13.2 µM | 0.46% of 350,000 active | AID 588473;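 active means activation of at least 50%, plus an integration ratio under a set limit after plate pattern correction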;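 further: plate controls were neutral control wells without compound for no effect and CRF at EC100 for full effect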
# CRFR2-BP antag – CRF-BP/CRF-R2 complex antagonism; HEK293 CRF-R2/CRF-BP, CRF-induced calcium fluorescence; inhibition, % at 11.8 µM; 0.59% of 350,000 active;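 active means inhibition of the ligand-induced calcium signal above about 50% at the single tested concentration, limit read from the data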
# GalR3 antagonist – antagonists of human GalR3; O60755; HEK293 GalR3-CNG cAMP membrane potential fluorescence; galR3 body fused to GalR1 C-terminus; inhibition, % at 3 µM; 0.44% of 360,000 active; AID 651719;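 active means inhibition above the screen-wide average plus 3 SD, cut at about 13% in these data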;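 further: forskolin and galanin both at EC90 stimulate the cells; cAMP rise reported by CNG channel membrane potential dye signal; 0% = forskolin plus galanin with DMSO and 100% = forskolin alone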
# UBC9 SUMO inh – blocks human SUMOylation mediated by UBC9; P63279; HTRF SUMOylation assay, SAE1/SAE2 + UBC9, in vitro; inhibition, % at 35 µM; 0.36% of 290,000 active; AID 2006; in the data active means inhibition above about 50%, passing the limit was not always enough; further: strong numbers were not always called active
# Target sequence (P63279 whole entry, looked up): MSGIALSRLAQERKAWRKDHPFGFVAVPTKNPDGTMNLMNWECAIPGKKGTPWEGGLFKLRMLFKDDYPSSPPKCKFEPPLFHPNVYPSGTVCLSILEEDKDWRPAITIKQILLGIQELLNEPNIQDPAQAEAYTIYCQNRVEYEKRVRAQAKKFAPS
# MEKK2 WT-MEK5 – raises or lowers MEK5 binding to wildtype human MEKK2 PB1 domain; Q9Y2U5; bead flow cytometry, Alexa488-MEK5 binding to MEKK2 WT; actives lie on both sides; binding response (% of control), % at 10 µM; 1.1% of 290,000 active; AID 1531; in the data active means binding response below about 67% or above about 130%
# MEKK3 PB1 HTS – MEKK3-MEK5 PB1 interaction, increase or decrease | Q99759 | bead-based flow cytometry, Alexa488-MEK5 binding to MEKK3; actives lie on both sides; 0 = blocked by unlabeled MEK5, 100 = vehicle | binding response (% of control), % at 10 µM | 1.4% of 290,000 active | AID 1529;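 active means binding response more than 3 SD above or below the average of its plate-row segment, actives on both sides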;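 further: Alexa488 bead fluorescence after subtracting the streptavidin-only scavenger bead signal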
# Target sequence (Q99759 whole entry, looked up): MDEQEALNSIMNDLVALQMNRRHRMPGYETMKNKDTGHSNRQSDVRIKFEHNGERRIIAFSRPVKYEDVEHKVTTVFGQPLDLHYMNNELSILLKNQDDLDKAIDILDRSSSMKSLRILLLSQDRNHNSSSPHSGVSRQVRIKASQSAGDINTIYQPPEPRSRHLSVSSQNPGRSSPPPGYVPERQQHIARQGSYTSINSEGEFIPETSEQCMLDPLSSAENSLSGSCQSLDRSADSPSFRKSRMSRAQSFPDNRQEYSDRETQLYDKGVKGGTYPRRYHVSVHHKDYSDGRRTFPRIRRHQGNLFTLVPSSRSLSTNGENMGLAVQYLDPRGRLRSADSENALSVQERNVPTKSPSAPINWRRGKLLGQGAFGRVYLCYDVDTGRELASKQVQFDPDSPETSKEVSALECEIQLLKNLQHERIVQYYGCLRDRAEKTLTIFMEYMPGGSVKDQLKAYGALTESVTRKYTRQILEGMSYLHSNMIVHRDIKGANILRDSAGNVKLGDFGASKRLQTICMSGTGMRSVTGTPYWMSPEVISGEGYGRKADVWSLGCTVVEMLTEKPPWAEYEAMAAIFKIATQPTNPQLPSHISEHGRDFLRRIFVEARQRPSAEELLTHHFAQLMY
# FID counter – fluorescent intercalator displacement, NS3 helicase counter-screen; DNA fluorescent intercalator displacement, fluorescence; inhibition, % at 7.9 µM; 0.17% of 290,000 active; AID 1845; in the data active means inhibition above about 37%;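 further: 0% = vehicle and 100% = reference compound; higher means more ethidium bromide displaced from hairpin DNA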
# MEKK2mut PB1 HTS – signal of MEK5 binding to mutant human MEKK2 PB1 domain. AID 1530. bead flow cytometry, Alexa488-MEK5 binding to MEKK2 mutant. 0.35% of 290,000 active. percent response, % at 10 µM; in the data active means percent response above about 24%, passing the limit was not always enough; further: inactives centre near 1; some results filed as inactive read as strong as hits
# * marks the source's active call; other numbers are inactive results; / = not tested or not shown; & = joins results of further samples.
SMILES,HCV NS3 hel inh,CRFR2-BP ag,CRFR2-BP antag,GalR3 antagonist,UBC9 SUMO inh,MEKK2 WT-MEK5,MEKK3 PB1 HTS,FID counter,MEKK2mut PB1 HTS
CCn1c(SCC(=O)Nc2ccc(F)cc2)nnc1C1CC1,-2,0.2,-10,-9,-2,99,98,-4,-2
COc1ccc(C2CC(=O)c3sc(N)nc3C2)cc1 (centres undefined),10,-0.4,8,2,3,105,101,1,6
C/C(=N\NC(=O)COc1ccc(C)cc1[N+](=O)[O-])c1ccc2c(c1)OCCO2,2,2.1,-30,-1,1,99,99,-32,1
CCC(=O)N1CCc2cc(S(=O)(=O)N3CCN(c4ccccc4Cl)CC3)ccc21,-1,1.9,-11,-8,5,100,104,-7,0
O=S(=O)(Nc1ncnc2sc3c(c12)CCC3)c1ccc2ccccc2c1,1,-2.8,28,-2,24,106,108,-32,9
COCCNC(=O)/C(C#N)=C\c1ccc(CNS(=O)(=O)c2ccccc2)o1,3,-0.8,12,5,18,95,98,2,-6
Brc1ccc2nc(N3CCCC3)sc2c1,-6,-1.3,-2,-4,9,97,100,-11,-5
CCCOc1ccc(/C=C/C(=O)NC2CCCCC2)cc1OC,-3,-4.0,15,-7,6,106,104,-34,12
CC(C)OCCCNc1ncnc2c1nc1n2CCCC1,1,-0.8,8,-10,-11,105,106,-13,5
CCC(C)NC(=O)CCNS(=O)(=O)c1ccc(Br)cc1 (centres undefined),-3,1.1,5,-6,6,98,93,3,-3
CC1CC(=O)Nc2ccccc2N1C(=O)Nc1ccc(F)cc1F (centres undefined),1,2.3,-15,-4,16,92,92,-2,-13
C=CCn1c(SCC(=O)N2CCCC2)nc2cc(C(=O)NCC3CCCO3)ccc2c1=O (centres undefined),6,-1.3,15,-6,13,100,96,-20,-2
Cc1ccc(NC(=O)COC(=O)Cc2csc(-c3ccc(Cl)cc3)n2)cc1C,13,-3.2,14,4,1,93,94,-7,-3
O=C1CC(N2CCN(CCc3ccccn3)CC2)C(=O)N1c1ccc(Cl)cc1 (centres undefined),6,-0.4,2,-1,-2,100,96,-7,-1
O=C(N/N=C/c1cc(Br)c(Br)s1)c1ccncc1,14,0.7,1,-4,-29,99,102,-2,5
COc1ccc(OCCSc2ncccn2)cc1,1,-1.4,3,0,6,102,101,-2,-2
COC(=O)c1ccc(C(C(=O)NCc2ccccc2)N(Cc2ccco2)C(=O)c2cnccn2)cc1 (centres undefined),-6,-1.2,10,-8,3,94,92,-24,-3
COC(=O)c1ccc2[nH]c([C@H](C)O)c([C@H](C)O)c2c1,5,-0.4,2,-2,8,89,96,-23,-8
COC(=O)N1[C@H](Cc2ccccc2)C=C[C@]1(C)C(=O)O,12,4.2,-2,-2,-14,94,102,2,3
COc1cc2c(cc1OC)C(C)N(C(=O)c1cc3ccccc3o1)CC2 (centres undefined),-18,-3.9,3,-7,18,99,94,-33,4
CCCn1c(C2CCCN2c2nc(-c3cccc(Br)c3)cs2)nc2cc(Cl)c(Cl)cc21 (centres undefined),30,-2.2,-5,-4,7,104,106,-26,-2
Cc1cc(SCCOc2ccccc2)nc(N)n1,-6,0.0,3,-5,-13,106,108,-5,6
O=C(c1cccc(N2C(=O)C3CC=CCC3C2=O)c1)N1CCCCCC1 (centres undefined),-3,-1.8,4,-4,4,99,98,-25,8
Cc1ccsc1C(=O)OC1CCOC1=O (centres undefined),8,2.6,16,-3,4,/,/,-2,/
COc1ccccc1NC(=O)Cn1c(=O)n(-c2ccccc2)c(=O)c2oc3ccccc3c21,6,-0.3,-6,12,12,102,105,2,2
O=C(CC12CC3CC(CC(C3)C1)C2)N/N=C\c1ccc[nH]1,-2,-1.2,8,-5,14,93,102,-19,-8
CC1(C(=O)O)Oc2cccnc2NC1=O (centres undefined),8,-1.6,3,0,20,103,123,4,-1
O=C(Nc1ccc(Cn2cccn2)cc1)c1ccc(COc2cccc(Br)c2)cc1,-4,4.7,18,-7,-23,104,108,-8,-3
O=C1CSC(=S)N1c1cccc(Cl)c1,3,-3.9,-16,-6,28,103,102,-3,6
CCN(CC)CCNC(=O)C(=O)NCC1OCCN1C(=O)c1ccc2c(c1)OCO2 (centres undefined),2,/,/,/,7,97,99,-1,-2
CN1CCN(CCCNC(=O)c2ccc(/C=C3/Sc4ccccc4N(Cc4cccc(Cl)c4)C3=O)cc2)CC1,-80,3.3,-9,1,13,224*,108,29,65*
CC(=O)Nc1ccc(C(=O)OCC(=O)N(C)C2CCCCC2)cc1,-6,1.3,-6,3,15,98,97,-8,-2
CC(NC(=O)c1ccccc1)c1ccc(Br)cc1 (centres undefined),22,0.8,-3,-3,-3,101,100,-5,1
COc1ccc2sc(N3C(=O)CC(Cc4cccc(C)c4)C3=O)nc2c1 (centres undefined),16,-1.4,-45,-2,-21,104,105,-41,5
C#CCOCCOCCOCCNc1nc(N2CCN(C(=O)[C@H]([C@@H](C)CC)n3cc(CCCN=C(N)N)nn3)CC2)nc(N2CCN(C(=O)[C@H](CCCCN)n3cc(CCCC)nn3)CC2)n1,-85,-0.7,0,-1,8,172*,106,32,21
CCOc1cc(Cl)c(S(=O)(=O)NCc2ccccn2)cc1Cl,2,-0.5,-3,-2,3,98,102,-8,0
CC(C)CC(=O)NC(=S)NCc1ccccc1,-5,0.8,12,-6,4,105,141*,-6,2
Cn1cccc1/C=N/NC(=O)C(O)c1ccccc1 (centres undefined),-6,-0.4,-3,-3,27,97,97,-3,-3
CSCCC(NC(=O)c1ccccc1Br)C(=O)N1CCCC(C(F)(F)F)C1 (centres undefined),2,1.0,-4,-3,11,106,102,-18,4
CCn1cc(/C=N/NC(=O)c2ccc(C#N)cc2F)c2ccccc21,5,-1.0,-9,-6,6,100,98,-8,3
Cc1ccc(-c2nc(SC(C)C(=O)N3CCOCC3)n[nH]2)cc1 (centres undefined),5,0.2,-17,2,8,105,104,-7,8
COc1ccc(CCNC(=O)CSc2nc3c(c(=O)n(C)c(=O)n3C)n2C(C)C)cc1OC,5,-2.6,-3,2,1,99,93,-21,-2
N#Cc1ccc(NC(=O)c2sc3cc(C(F)(F)F)cnc3c2-c2cccs2)cc1,-3,2.4,-38,-5,-35,97,103,-3,-1
CC(C)(C)c1nc2sc3c(c2c(=O)o1)CCCC3,5,-1.1,5,-5,-4,108,110,-2,4
O=C(CSc1nc2c(cnn2-c2ccccc2)c(=O)[nH]1)N1CCOCC1,2,-0.1,9,-3,5,96,95,-3,-1
CC(Cc1nnc(N)s1)c1ccccc1 (centres undefined),3,0.2,4,2,11,97,95,-6,-6
CCOC(=O)Cc1csc(NC(=O)Nc2cccs2)n1,8,0.5,7,-8,-8,104,103,-3,0
CN1CCN(C(=O)c2ccc3ccccc3c2)CC1,2,-0.2,-9,-4,-8,94,95,2,-3
O=C1CC(c2ccccc2F)c2cc3c(cc2N1)CCC3 (centres undefined),-8,-1.5,-68,-4,-15,/,/,-13,/
CN(C/C(O)=C(\C#N)c1ccccc1)C1CCCCC1,8,-0.9,2,0,-6,106,102,-4,-1
NC(=O)C1CCN(C(=O)c2ccc(NC3=NC4CS(=O)(=O)CC4S3)cc2)CC1 (centres undefined),3,-1.9,15,/,8,112,110,-4,12
COc1ccccc1N1CCN(C(CNC(=O)c2ccc3c(c2)OCO3)c2cccnc2)CC1 (centres undefined),-6,-0.7,16,0,-2,98,97,-12,-3
COc1ccc(C(=O)NCc2ccccn2)cc1[N+](=O)[O-],-10,0.7,7,3,-14,89,97,3,-8
Cn1c(=O)c2c(nc(NCc3ccc4c(c3)OCO4)n2C)n(C)c1=O,12,0.8,-12,-5,12,/,/,-3,/
CNC(=O)CSCc1c(F)cccc1Cl,0,-2.3,7,0,-1,91,97,3,-4
Cc1onc(-c2ccccc2)c1C(=O)NNC(=S)NC(=O)c1ccc(Br)cc1,5,150*,-39,7,-72,104,102,-15,3
Cc1ccccc1CSc1n[nH]c(NS(=O)(=O)c2ccccc2)n1,-21,8.0,-48,-5,-2,104,104,-15,-1
O=C(CCCl)N1CCN(c2nc(-c3ccccc3)cs2)CC1,-22,-2.0,-13,-9,9,103,98,-23,5
CS(=O)(=O)Nc1ccc(C2=NN(C(=O)c3ccccc3)C(c3cccs3)C2)cc1 (centres undefined),-12,-8.9,-19,-6,24,97,95,-13,-3
COc1ccc(S(=O)(=O)N2CCOCC2)cc1N(C)S(=O)(=O)c1ccc(C)cc1,-4,0.0,-3,-2,-4,99,97,-29,2

# Further records follow:
SMILES,HCV NS3 hel inh,CRFR2-BP ag,CRFR2-BP antag,GalR3 antagonist,UBC9 SUMO inh,MEKK2 WT-MEK5,MEKK3 PB1 HTS,FID counter,MEKK2mut PB1 HTS
CCOc1ccc(N2CC(C(=O)Nc3cc(C)on3)CC2=O)cc1 (centres undefined),8,-0.4,19,-4,7,105,100,-9,7
O=C(CN(Cc1ccccc1Cl)C(=O)CN1C(=O)CSc2ccccc21)NC1CC1,-8,-1.8,-1,-10,4,97,102,-36,-4
COC(=O)c1ccc(NC(=O)C2CCCN(S(=O)(=O)c3cnc[nH]3)C2)cc1 (centres undefined),2,0.3,-5,2,0,100,103,-3,3
CSc1cnc2c(=O)n(C)c(=O)[nH]c2n1,-1,-0.6,3,1,29,109,107,-4,1
C/C(=N\NC(=O)c1nnn(-c2nonc2N)c1CN1CCc2ccccc21)c1ccccc1O,5,2.1,4,3,44,96,100,-17,-1
COc1ccc(N(CC(=O)NCc2ccco2)C(=O)CCC(=O)Nc2nccs2)c(OC)c1,6,0.6,4,-4,5,100,98,-38,3
O=C(NCc1ccco1)C1CCN(C(=O)c2ccc(Cl)cc2Cl)CC1,12,-0.8,8,-7,11,108,105,-12,7
Cc1cc(Nc2nn(C)c(N)c2C#N)ccc1F,4,-0.5,0,3,-4,104,105,2,6
Fc1ccccc1CSc1nnc(-c2cccs2)o1,-6,0.4,-15,-4,-3,98,101,-9,3
Cc1ccc2nc(NS(C)(=O)=O)sc2c1,-3,0.1,5,-4,12,93,97,-4,-8
Nc1cc(-c2ccccc2)ccc1O,14&3,-0.6,15,-4,8&3,106&110,103&108,-2&0,2&28
Cc1cccc(CCNC(=O)C2CCN(S(=O)(=O)c3c(C)nn(C)c3C)CC2)c1,19,-0.3,3,-2,-1,102,108,-31,3
CCNCC(=O)Nc1ccc(N2CCOCC2)cc1,10,0.1,-12,-3,10,96,99,-1,-1

# 4 of the entries above in order of their number in UBC9 SUMO inh, largest number first:
canonical_smiles | UBC9 SUMO inh
COc1ccc(N(CC(=O)NCc2ccco2)C(=O)CCC(=O)Nc2nccs2)c(OC)c1 | 5
O=C(CN(Cc1ccccc1Cl)C(=O)CN1C(=O)CSc2ccccc21)NC1CC1 | 4
Cc1cccc(CCNC(=O)C2CCN(S(=O)(=O)c3c(C)nn(C)c3C)CC2)c1 | -1
Fc1ccccc1CSc1nnc(-c2cccs2)o1 | -3

# Only part of the results is shown, so the mix of outcomes need not match the whole.
